# Source: PubChem BioAssay
# V1aR counter: V1a receptor agonism, counter-screen for OXTR agonists. activation, % at 3 µM. AID 2797. CHO-V1R cells, Fluo-8 calcium fluorescence, agonist mode; 0% DMSO, 100% 3 nM vasopressin. 320,000 compounds, 0.25% hits;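 active = activation above the mean activation of all tested compounds plus 3 SD, per screening run, cut at about 20% in these data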;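 note: signal is peak over basal fluorescence ratio across a 100 second FLIPR read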
# M1 ag: agonists of human M1 muscarinic receptor | activation, % at 3 µM | AID 588814 | CHO-K1 hM1, Fluo-8 calcium fluorescence, agonist mode; 0% DMSO, 100% acetylcholine EC100 | P11229 | 360,000 compounds, 0.33% hits;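 active = activation above the run's mean compound activation plus 3 SD, cut at about 16% in these data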;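 note: peak over basal fluorescence ratio within a 140 s kinetic read after compound addition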
# Target sequence (P11229 whole entry, looked up): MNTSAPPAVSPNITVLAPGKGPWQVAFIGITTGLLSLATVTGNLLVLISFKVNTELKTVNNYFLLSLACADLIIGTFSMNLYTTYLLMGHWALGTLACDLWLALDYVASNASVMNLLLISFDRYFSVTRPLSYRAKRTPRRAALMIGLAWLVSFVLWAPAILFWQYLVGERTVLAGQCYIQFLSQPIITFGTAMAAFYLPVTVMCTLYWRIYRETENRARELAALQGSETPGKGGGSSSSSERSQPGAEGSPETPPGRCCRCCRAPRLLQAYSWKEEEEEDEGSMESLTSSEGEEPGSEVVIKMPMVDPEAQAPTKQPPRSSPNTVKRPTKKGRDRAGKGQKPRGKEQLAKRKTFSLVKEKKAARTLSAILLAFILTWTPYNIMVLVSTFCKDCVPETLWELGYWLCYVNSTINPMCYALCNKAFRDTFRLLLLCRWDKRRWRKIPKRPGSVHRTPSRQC
# CHO parental Ca: counter-screen: ATP calcium response change in parental CHO cells; parental CHO-K1, ATP-induced calcium, Fluo-8 fluorescence; inhibition, % at 5.6 µM; 330,000 compounds, 0.63% hits; AID 463079;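 active = inhibition above that plate's mean sample inhibition plus 3 SD, cut at about 26% in these data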;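 note: 0% = ATP-challenged DMSO wells and 100% = DMSO wells without ATP; some compounds past the cut are filed as inactive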
#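 Material – parental CHO cells · Reagent – ATP stimulus · Compound – single nominal dose of 5.6 µM per compound · Detection – Fluo-8 fluorescence · Read-out basis – percent inhibition of calcium signal · Controls – ATP-challenged DMSO wells low, unchallenged DMSO wells high · Repeats – no replicates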
# TAAR1 antag: human TAAR1 antagonism; Q96RJ0; CHO RD-HGA16 TAAR1, Fluo-8 calcium fluorescence, antagonist; inhibition, % at 3 µM; 360,000 compounds, 1.5% hits; AID 624466;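 active = inhibition above a per-plate cutoff, the mean inhibition of test compounds on that plate plus 3 SD, cut at about 49% in these data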;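 note: 0% = DMSO plus EC80 beta-PEA response and 100% = DMSO alone without agonist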
# Target sequence (Q96RJ0 whole entry, looked up): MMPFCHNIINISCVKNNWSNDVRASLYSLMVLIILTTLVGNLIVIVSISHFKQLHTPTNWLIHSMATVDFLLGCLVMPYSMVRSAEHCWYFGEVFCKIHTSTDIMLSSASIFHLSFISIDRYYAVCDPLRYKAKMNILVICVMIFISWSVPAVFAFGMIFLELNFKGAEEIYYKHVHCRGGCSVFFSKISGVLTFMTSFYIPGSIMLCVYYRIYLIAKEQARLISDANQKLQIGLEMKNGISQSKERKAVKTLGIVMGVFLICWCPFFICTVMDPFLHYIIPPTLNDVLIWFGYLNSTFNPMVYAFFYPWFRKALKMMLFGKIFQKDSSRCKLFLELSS
#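 Test system: hTAAR1-expressing CHO RD-HGA16 cells, Gα16-coupled; Probe or stimulus: EC80 β-phenethylamine stimulus; Compound dosing: single nominal final test compound concentration of 3 µM; Timing: 140 s kinetic read after compound, 140 s after agonist; Signal: Fluo-8 calcium-sensitive fluorescence; Measure: % inhibition of agonist calcium response; Controls: DMSO and EC80 PEA controls.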
# CHO-K1 Ca ag: M1 agonist counterscreen hit in parental CHO-K1 cells; Fluo-8 calcium fluorescence; scaled to maximal ATP response, vehicle zero; activation, % at 3 µM; 360,000 compounds, 0.48% hits; AID 602248; in the data active = activation above about 15%;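 note: untransfected CHO-K1 host cells lacking M1 receptor as counterscreen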
# CHO-K1 Ca antag: M1 antagonist counterscreen hit in parental CHO-K1 cells; ATP-induced calcium, Fluo-8 fluorescence; inhibition, % at 3 µM; 360,000 compounds, 0.6% hits; AID 602250;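 active = inhibition above a per-plate cutoff, the plate's mean sample inhibition plus 3 SD, cut at about 24% in these data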;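 note: 0% = DMSO plus EC80 ATP and 100% = DMSO alone without ATP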
# OXTR potentiator: potentiators of human oxytocin receptor; P30559; 320,000 compounds, 0.061% hits; CHO-OTR cells, Fluo-8 calcium fluorescence, potentiator mode; 0% = oxytocin EC15, 100% = EC100; activation, % at 3 µM; AID 2445;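 active = activation above that plate's cutoff, the mean activation of tested compounds plus 3 SD, cut at about 6.6% in these data, passing the limit was not always enough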;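 note: 100% uses oxytocin at 75 nM as the full agonist control; some results filed as inactive read as strong as hits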
#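 Assay system: CHO cell line stably expressing human OTR | Also added: Oxytocin at about EC15, sub-maximal agonist stimulus | Times: Compound 6 min at room temperature before oxytocin, 100 s read | Measured by: Fluo-8 intracellular calcium fluorescence, ex 470-495, em 515-575 nm | Controls: EC15 oxytocin alone as 0%, 75 nM oxytocin as 100%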
# CHO-K1 Ca PAM: counter-screen for M1 PAMs: effect in parental CHO-K1 cells; ATP EC20, Fluo-8 calcium fluorescence; 0% at ATP EC20, 100% at ATP max; AID 602247; 360,000 compounds, 0.02% hits; activation, % at 3 µM;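 active = activation above the run cutoff, the mean activation of all test compounds plus 3 SD, cut at about 40% in these data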;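 note: peak over basal fluorescence ratio in a 140 s read after ATP addition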
# TAAR1 ag: human TAAR1 agonism; Q96RJ0; CHO RD-HGA16 TAAR1, Fluo-8 calcium fluorescence; vehicle wells 0%, saturating PEA agonist 100%; activation, % at 3 µM; 360,000 compounds, 0.99% hits; AID 624467;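 active = activation above the mean activation of all test compounds in the run plus 3 SD, cut at about 38% in these data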
#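 System: CHO-derived RD-HGA16 cells with stable Gα16 and human TAAR1. Times: 17-24 h plating, Fluo-8 75 min 37 °C, 30 min RT. Measured by: calcium-sensitive Fluo-8 signal, excitation 470-495, emission 515-575 nm. Read-out basis: % activation relative to PEA EC100 response. Control set: DMSO and PEA EC100. Repeats: no replicates (n 1).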
# * hit, by the source's call; / = not tested or not shown.
mol	TAAR1 ag	CHO parental Ca	TAAR1 antag	M1 ag	V1aR counter	OXTR potentiator	CHO-K1 Ca PAM	CHO-K1 Ca ag	CHO-K1 Ca antag
CC(C)CNC(=S)NC(=O)c1ccccc1Cl	0	-13	-19	-10	0.7	-8	19	0.4	-6
O=[N+]([O-])c1c(N2CCN(CCO)CC2)nc2ccccn12	0	-3	-6	-10	-0.8	-4	2	0.8	-10
O=C(CSc1nc(-c2ccccc2)cs1)Nc1cccc([N+](=O)[O-])c1	3	-15	15	-6	4.5	-7	-4	5.5	5
COc1ccc(NC(=O)c2ccccc2Sc2ccc(NC(C)=O)nc2)cc1	1	-17	14	-9	3.0	-5	20	1.7	-7
CCOC(=O)CNc1nc(C(C)(C)C)nc2c1nnn2Cc1ccccc1	3	-11	4	-1	1.2	-13	29	1.4	-14
O=C(NCc1ccc(F)cc1)C(=O)NCC1OCCN1S(=O)(=O)c1ccc2c(c1)OCCO2 (configuration not stated)	-2	-19	-8	-1	0.3	-19	22	1.9	-10
C/C(=N/NC(=O)c1sc(=S)n(C)c1C)c1ccccc1	5	-11	-3	-5	-1.8	-16	15	0.2	-7
CC(C)(C)C(=O)c1cn(CC(=O)NCc2ccc3c(c2)OCO3)c2ccccc12	0	-12	-4	-1	2.5	-7	-2	2.2	8
CCCCN(C(=O)NC(=O)Nc1ccccc1OC)S(C)(=O)=O	4	-3	9	-1	0.4	-7	6	0.7	-11
c1ccc(-n2nnnc2CN2CCOCC2)cc1	5	0	12	-4	1.9	-6	23	0.2	-12
CC1CCC(NC(=O)CC(NC(N)=O)c2ccccc2Cl)CC1 (configuration not stated)	9	-7	-8	-5	0.7	-7	8	2.1	-17
COC(=O)N1C(=O)[C@](c2ccccc2)(C2CCCC2)N1C(=O)OC	2	-10	3	-8	-1.1	-9	8	-0.1	-10
O=C1CSC(c2ccncc2)N1Cc1ccccc1 (configuration not stated)	2	-8	12	-8	0.2	5	10	3.5	-2
O=S1(=O)CC(N2CCN(CCO)CC2)CN1Cc1ccc(F)cc1 (configuration not stated)	2	/	-13	-4	/	/	14	0.5	7
O=c1oc2ccccc2c(Nc2ccc(F)cc2)c1[N+](=O)[O-]	13	-6	9	0	0.1	-11	15	19*	-9
CC(C)(C)NC(=O)C[C@H]1C[C@H](C(=O)N2CCCCC2)[C@@]2(CCc3ccccc3)c3[nH]c4ccc(Cl)cc4c3CCN2C1=O	0	-24	-21	-3	/	/	14	0.4	-6
Cc1sc2nc(COC(=O)c3cccc(OC(F)F)c3)[nH]c(=O)c2c1C	5	-22	-20	-2	0.2	-11	10	1.7	-14
COc1ccc(C(=O)SC2=NCCS2)cc1	2	-8	-6	-5	-0.7	-11	8	-0.3	-15
Cc1nsc2nc3c(F)c(F)c(F)c(F)c3cc12	3	-1	-11	0	1.2	-7	11	1.2	-1
CN(C)S(=O)(=O)c1cc(NC(=O)CN2CCN(c3ccccc3F)CC2)ccc1Cl	4	5	2	-6	0.4	-23	-9	1.0	1
CCCCNC(=O)N1CCc2ccccc2C1	9	0	4	-11	-0.1	-2	11	-0.1	-4
CC1(NC(=O)c2cc(S(=O)(=O)N3CCCCC3)ccc2Cl)CCS(=O)(=O)C1 (configuration not stated)	1	-14	26	-5	-0.6	1	-5	0.3	2
CCN(Cc1ccccc1)C(=O)CSc1nc(C)cc(=O)[nH]1	6	-26	11	-1	0.0	0	1	-0.4	5
Cc1ccc(S(=O)(=O)N2CCC(C(=O)Nc3ccncc3)CC2)cc1	5	-7	-6	-1	0.3	-5	-10	0.8	-1
O=C(COC(=O)c1ccc(Cl)nc1)Nc1ccccc1OC(F)F	5	-5	-11	-3	-0.6	-20	7	0.3	-14
COC(=O)C1=C(C)N=C2SCCC(=O)N2C1c1ccc(C(=O)OC)cc1 (configuration not stated)	4	-7	7	-12	0.1	1	19	0.1	-19
CC1CC(C)CN(C(=O)c2ccc(NS(=O)(=O)c3ccc4[nH]c(=O)[nH]c4c3)cc2)C1 (configuration not stated)	2	4	-30	0	0.4	-5	-4	0.1	-5
Cc1ccc(/C=N/NC(=O)c2nnn(-c3nonc3N)c2-c2ccc3c(c2)OCO3)s1	82*	-2	42	25*	30*	-4	19	22*	-13
Cc1ccc(Cn2nnc3c(=O)[nH]c(C4CCN(S(=O)(=O)c5ccccc5F)CC4)nc32)cc1	-3	-23	-18	-7	-0.5	-2	19	-0.4	-9
COc1ccc(N2CCN(C(=O)CCc3cc(OC)c(OC)c(OC)c3)CC2)cc1	0	-9	-1	-6	0.3	-2	-4	0.6	0
COC(=O)CCC(=O)OC1(C)C(=O)C2=CN(c3ccc(OC)cc3)C(c3ccc(OC)cc3)=CC2=C(Br)C1=O (configuration not stated)	/	-11	/	-10	-1.1	-4	-16	-0.7	-4
CC(C)C[C@H](NC(=O)c1[nH]cnc1C(=O)N[C@@H](C)c1ccccc1)C(=O)OC(C)(C)C	14	-30	15	-4	-0.5	-21	-6	-0.9	-4
CC(C)N(Cc1nccn1C)C(=O)CC1C(=O)NCCN1Cc1ccccc1C(F)(F)F (configuration not stated)	2	-10	1	-6	0.8	-9	12	0.5	-16
CCOC(=O)c1sc2ncn(CC(=O)Nc3cc(C)on3)c(=O)c2c1C	7	-11	3	-3	1.0	1	5	0.7	-17
CN1C(=O)C(CCC(=O)O)NC1=S (configuration not stated)	-4	9	-1	-2	-0.4	-1	8	0.9	-7
Cc1ccc(NC(=O)N2CCCC(c3ccccc3)C2)cc1 (configuration not stated)	49*	-5	21	-2	0.4	-2	11	-0.3	-4
COCCCNC(=O)CCc1nnc2ccc(N3CCC(C)CC3)nn12	-1	-5	-6	-8	0.5	-1	13	0.5	-9
Cc1ccc(C(=O)COC(=O)CNC(=O)CN2C(=O)c3ccccc3C2=O)cc1	2	5	-13	-4	-0.4	-5	-10	0.2	-2
CCO[C@@H]1OC(C(N)=O)=C[C@H](c2cn(C(C)=O)c3ccccc23)[C@H]1CCCO	5	-5	5	-2	-0.4	-4	16	1.0	-14
COC(=O)C1C2C=CC3(CN(Cc4cccs4)C(=O)C13)O2 (configuration not stated)	2	-2	-3	1	-0.1	-4	-5	-0.2	7
O=C(O)c1ccccc1Cc1nc2cc(Cl)ccc2c(=O)[nH]1	-1	10	-5	-1	-0.2	7	16	0.3	-2
Cc1ccc(OCC(=O)Nc2ccccc2N2CCOCC2)c(C)c1	22	-27	36	0	5.7	-6	21	0.7	-13
Oc1ccc(N=Cc2sc3ccccc3c2Cl)cc1	0	3	5	-3	0.2	1	17	-0.1	-9
COc1ccc(C(CNC(=O)c2oc3cc(C)c(Cl)cc3c2C)N2CCCCC2)cc1 (configuration not stated)	/	-27	/	-7	0.2	0	14	0.0	-6
OCCN1CCN(C2CCC(c3ccc(F)cc3)c3ccc(F)cc32)CC1 (configuration not stated)	28	-8	-31	-7	17	-14	12	1.4	-1
Cc1cccnc1NC(=O)CN1C(=O)c2ccccc2S1(=O)=O	1	5	-22	1	0.8	-5	3	1.0	-10
CCc1noc(C)c1C(=O)N1CCN(c2cccc(Cl)c2)CC1	2	/	-19	0	/	/	3	2.9	-12
COc1ccc(C(=O)N(C)C2CCCc3ccccc32)cc1OC1CCN(C(C)C)CC1 (configuration not stated)	3	-12	-9	-7	-0.5	-4	-13	-0.2	1
COc1ccccc1CNS(=O)(=O)CC12CCC(CC1=O)C2(C)C (configuration not stated)	6	-16	-19	-8	9.4	-13	24	2.6	-13
O=C(NCCCN1CCCC1=O)c1ccc(CNS(=O)(=O)c2ccc(F)cc2)cc1	3	-14	-25	-4	-0.4	-5	9	-0.3	-3
O=C(Nc1ccc2c(c1)OCCO2)C1CCN(S(=O)(=O)c2cccc3nsnc23)CC1	12	0	15	-3	0.7	-5	5	0.1	-4
COc1ccc(S(=O)(=O)N(C)c2ccc(C(=O)Nc3c(C)n(C)n(-c4ccccc4)c3=O)cc2)cc1	0	1	-10	-5	1.6	-2	4	1.3	-1
Cc1ccc(NC(=O)C(C)OC(=O)c2nc(Cl)ccc2Cl)cc1S(=O)(=O)N1CCOCC1 (configuration not stated)	10	/	43	-4	/	/	-9	0.8	11
NC(=O)c1c(N)sc(=S)n1-c1ccccc1	3	1	3	-3	1.8	-8	11	0.0	-1
COc1ccc(C)cc1NC(=O)C(c1ccccc1)N1CCN(CC(=O)N2CCOCC2)CC1 (configuration not stated)	0	/	-18	-3	/	/	-8	0.2	-1
OCCN(CCO)CC(O)CN1c2ccccc2Sc2ccccc21 (configuration not stated)	/	-4	/	-7	0.4	-8	-3	0.9	5
O=C(CSc1ccc2c(c1)OCCO2)Nc1ncccc1O	6	0	-12	-1	0.7	7	-17	1.9	1
CC1(C)C(=O)Nc2ccccc2N1C(=O)COc1ccc(C#N)cc1	1	-4	16	-6	1.7	3	5	1.1	-4
CCNCCOC(c1ccccc1)c1ccccc1	0	-10	4	-6	0.5	-2	15	0.9	-8
COc1ccc(C(=O)Nc2ccc(NC(=O)C3CC3)nc2)cc1	1	-15	8	-5	1.1	-5	-2	1.0	-5

# (more compounds)
mol	TAAR1 ag	CHO parental Ca	TAAR1 antag	M1 ag	V1aR counter	OXTR potentiator	CHO-K1 Ca PAM	CHO-K1 Ca ag	CHO-K1 Ca antag
COc1ccc(-c2nc(Cn3c(SCc4cccc(F)c4)nc4ccncc43)c(C)o2)cc1OC	1	-9	-6	-7	1.5	-6	24	-0.2	-5
Cc1nc2ccccc2nc1OCc1ccccc1	12	-16	10	1	-0.8	1	-11	-0.7	11
Cc1ccc(Nc2nc(N)nc(CSC(=S)N3CCOCC3)n2)c(C)c1	-2	-8	-8	0	0.5	-1	4	1.2	-3
CCc1ccc(-c2nc(SCC(=O)N3CCOCC3)n[nH]2)cc1	0	3	-6	-2	-0.3	0	-1	-0.2	-11

# Reprinted at random: 2 compounds from above, in no set order.
mol	TAAR1 ag	CHO parental Ca	TAAR1 antag	M1 ag	V1aR counter	OXTR potentiator	CHO-K1 Ca PAM	CHO-K1 Ca ag	CHO-K1 Ca antag
O=C1CSC(c2ccncc2)N1Cc1ccccc1 (configuration not stated)	2	-8	12	-8	0.2	5	10	3.5	-2
COC(=O)N1C(=O)[C@](c2ccccc2)(C2CCCC2)N1C(=O)OC	2	-10	3	-8	-1.1	-9	8	-0.1	-10
